OXTR potentiator – human OXTR potentiators, primary screen, fluorescence, CHO-OTR cells, Fluo-8 calcium; Fluo-8 calcium fluorescence, potentiator mode; 0% = oxytocin EC15, 100% = EC100; activation, % at 3 µM; 0.061% of 320,000 active;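 active = activation above that plate's cutoff, the mean activation of tested compounds plus 3 SD, cut at about 6.6% in these data, passing the limit was not always enough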;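 note: 100% uses oxytocin at 75 nM as the full agonist control; some results filed as inactive read as strong as hits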
Target sequence (P30559 whole entry, looked up): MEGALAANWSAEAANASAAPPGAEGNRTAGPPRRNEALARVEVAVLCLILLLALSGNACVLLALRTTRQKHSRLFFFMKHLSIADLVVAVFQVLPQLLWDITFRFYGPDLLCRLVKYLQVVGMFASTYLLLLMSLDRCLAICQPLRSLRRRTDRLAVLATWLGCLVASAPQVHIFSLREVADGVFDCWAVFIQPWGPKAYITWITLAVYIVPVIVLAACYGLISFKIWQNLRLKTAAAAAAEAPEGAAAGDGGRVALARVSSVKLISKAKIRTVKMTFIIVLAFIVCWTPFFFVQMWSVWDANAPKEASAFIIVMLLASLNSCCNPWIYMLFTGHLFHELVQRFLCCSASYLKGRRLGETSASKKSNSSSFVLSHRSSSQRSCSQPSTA
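test system = CHO-OTR cells, human receptor | compound = single-point 3.0 µM | schedule = 6 min compound pre-incubation at room temperature, 100 s kinetic read | signal = Fluo-8 no-wash calcium dye fluorescence, excitation 470-495 nm, emission 515-575 nm | repeats = single well per compound, singlicate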
M1 PAM parental – nonselective calcium activators in parental CHO-K1 cells, primary screen, counter-screen for M1 PAM project, cell-based, Fluo-8 calcium fluorescence, full deck, 1536-well; ATP EC20; 0% at ATP EC20, 100% at ATP max; AID 602247, 2012; activation, % at 3 µM; 0.02% of 360,000 active;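 active = activation above the run cutoff, the mean activation of all test compounds plus 3 SD, cut at about 40% in these data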;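 note: peak over basal fluorescence ratio in a 140 s read after ATP addition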
V1R ag counter – agonists of human V1a receptor, primary screen, counter-screen for OXTR agonist project, fluorescence, CHO-V1R cells | Fluo-8 calcium fluorescence, agonist mode; 0% DMSO, 100% 3 nM vasopressin | activation, % at 3 µM | 0.25% of 320,000 active;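 active = activation above the mean activation of all tested compounds plus 3 SD, per screening run, cut at about 20% in these data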;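 note: signal is peak over basal fluorescence ratio across a 100 second FLIPR read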
TAAR1 antagonist – human TAAR1 antagonists, primary screen, Fluo-8 calcium fluorescence, CHO RD-HGA16 cells; antagonist; 1.5% of 360,000 active; Trace amine-associated receptor 1 (Homo sapiens), Q96RJ0; inhibition, % at 3 µM;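 active = inhibition above a per-plate cutoff, the mean inhibition of test compounds on that plate plus 3 SD, cut at about 49% in these data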;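 note: 0% = DMSO plus EC80 beta-PEA response and 100% = DMSO alone without agonist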
Target sequence (Q96RJ0 whole entry, looked up): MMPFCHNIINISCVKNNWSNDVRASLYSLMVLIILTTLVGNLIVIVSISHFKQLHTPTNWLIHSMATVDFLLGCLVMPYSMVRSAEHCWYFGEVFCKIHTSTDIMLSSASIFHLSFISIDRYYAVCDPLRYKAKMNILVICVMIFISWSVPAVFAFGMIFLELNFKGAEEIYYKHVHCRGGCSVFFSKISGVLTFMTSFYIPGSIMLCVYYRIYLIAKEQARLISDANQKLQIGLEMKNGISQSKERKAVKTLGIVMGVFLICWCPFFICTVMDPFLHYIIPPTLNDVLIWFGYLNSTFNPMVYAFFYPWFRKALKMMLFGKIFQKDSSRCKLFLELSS
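Test system – hTAAR1-expressing CHO RD-HGA16 cells, Gα16-coupled · Also added – β-PEA at EC80 concentration, post-compound challenge · Compound – 3 µM, single point · Incubation – dye loading 75 min at 37 °C, then 30 min room temperature · Measured by – Fluo-8 intracellular calcium dye fluorescence, real-time kinetic reads · Benchmarks – vehicle and agonist controls · Replicates – singlicate, one well per test compound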
CHO parental Ca – ATP-evoked calcium signal inhibitors, parental CHO, primary screen, counter-screen for OX1R antagonist project, cell-based, fluorescence, Fluo-8 calcium dye | parental CHO-K1, ATP-induced calcium, Fluo-8 fluorescence | inhibition, % at 5.6 µM | 0.63% of 330,000 active | AID 463079, 2010;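 active = inhibition above that plate's mean sample inhibition plus 3 SD, cut at about 26% in these data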;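 note: 0% = ATP-challenged DMSO wells and 100% = DMSO wells without ATP; some compounds past the cut are filed as inactive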
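Test system: untransfected parental CHO cell line; also added: ATP stimulus; dosing: 5.6 µM, single dose; signal: calcium-sensitive Fluo-8 fluorescence; measure: percent inhibition of ATP-evoked calcium rise, normalized to controls; benchmarks: low control ATP plus DMSO, high control DMSO only; replication: one well per compound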
OXTR ag – human OXTR agonists, primary screen, fluorescence, CHO-OTR cells, Fluo-8 calcium | 0.32% of 320,000 active | activation, % at 3 µM | Fluo-8 calcium fluorescence; normalized: DMSO 0%, oxytocin 100% | Oxytocin receptor (Homo sapiens), P30559;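 active = activation above the mean of all tested compounds plus 3 SD, cutoff set per screening run, cut at about 20% in these data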;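 note: peak over basal fluorescence ratio from a 100 s FLIPR kinetic read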
CHO-K1 Ca antag – M1 antagonist counterscreen hit in parental CHO-K1 cells | ATP-induced calcium, Fluo-8 fluorescence | inhibition, % at 3 µM | 0.6% of 360,000 active;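 active = inhibition above a per-plate cutoff, the plate's mean sample inhibition plus 3 SD, cut at about 24% in these data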;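 note: 0% = DMSO plus EC80 ATP and 100% = DMSO alone without ATP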
CHO-K1 Ca ag – counter-screen for M1 agonists: effect in parental CHO-K1 cells; activation, % at 3 µM; 0.48% of 360,000 active; AID 602248, 2012; Fluo-8 calcium fluorescence; scaled to maximal ATP response, vehicle zero; in the data active = activation above about 15%;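 note: untransfected CHO-K1 host cells lacking M1 receptor as counterscreen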
GPR7 antagonist – GPR7 receptor antagonists, primary screen, cell-based, fluorescence, single concentration. GPR7-expressing cells, fluorescence antagonist assay. Neuropeptides B/W receptor type 1 (Homo sapiens), P48145. inhibition, % at 4.4 µM. 1.1% of 290,000 active. AID 1861, 2009; in the data active = inhibition above about 16%, passing the limit was not always enough;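 note: cells stimulated with the agonist NPW; 0% = agonist with vehicle and 100% = vehicle without agonist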
Target sequence (P48145 whole entry, looked up): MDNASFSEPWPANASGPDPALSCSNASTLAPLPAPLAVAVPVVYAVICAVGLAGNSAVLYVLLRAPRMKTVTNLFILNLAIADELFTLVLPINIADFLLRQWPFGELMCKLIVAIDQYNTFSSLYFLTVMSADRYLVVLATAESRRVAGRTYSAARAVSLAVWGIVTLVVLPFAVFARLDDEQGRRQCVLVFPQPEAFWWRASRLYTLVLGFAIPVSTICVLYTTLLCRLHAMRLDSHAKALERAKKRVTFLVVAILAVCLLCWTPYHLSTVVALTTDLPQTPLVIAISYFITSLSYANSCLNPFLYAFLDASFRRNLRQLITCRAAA
* hit, by the source's call; x = no result given.

item	mol	OXTR potentiator	M1 PAM parental	V1R ag counter	TAAR1 antagonist	CHO parental Ca	OXTR ag	CHO-K1 Ca antag	CHO-K1 Ca ag	GPR7 antagonist
1	Cc1ccc(S(=O)(=O)N(C)C)cc1NC(=O)COC(=O)COc1ccc2c(C)cc(=O)oc2c1	2	6	0.9	-6	-13	0.8	-10	0.5	x
2	CC(C)C(C(=O)NC1CCCC1)N(CC1CCCO1)C(=O)CNS(=O)(=O)c1ccc(F)cc1 (stereo not drawn)	2	11	0.1	8	-9	-1.4	-11	0.1	-15
3	CCOC(=O)CSc1nnc(Cc2ccc(OC)cc2)n1-c1ccccc1	-15	15	1.0	-24	1	0.3	3	0.3	1
4	O=C(Nc1cccc2c1CCCC2)c1ccc(Cl)c([N+](=O)[O-])c1	-3	21	0.8	9	-24	-2.5	-9	1.9	-7
5	Cn1c(=O)c2[nH]c(NN=Cc3ccc(Br)cc3)nc2n(C)c1=O	x	10	x	13	x	x	-5	0.3	x
6	C[n+]1cccc(C(=O)NCC2CCCO2)c1 (stereo not drawn)	-2	10	0.8	1	-9	1.3	-3	-0.2	-8
7	CCOC(=O)C1=C(CCc2ccccc2)NC(=O)NC1c1ccc(Br)cc1 (stereo not drawn)	-9	-14	-0.6	24	-28	-1.5	-4	-0.3	-4
8	COc1ccc(CCNC(=O)c2ccc(CS(=O)(=O)Cc3ccc(C)cc3)o2)cc1OC	x	9	x	19	x	x	-8	15*	x
9	Cc1nc(NC(=O)/C=C/c2ccc(F)cc2)sc1C(=O)N(C)C	-10	26	1.4	-10	-15	0.5	-8	1.8	3
10	COc1ccccc1CNC(=O)CNC(=O)N1CC(=O)Nc2ccccc21	-1	8	0.3	-14	-2	1.5	3	-0.3	-11
11	CCCC(CNC(=O)COC(=O)C1=NNC(=O)CC1)c1ccc(Cl)cc1Cl (stereo not drawn)	-7	17	-0.7	-4	-13	-0.9	-4	2.6	x
12	COC(=O)CC1COc2ccccc2N1C(=O)c1cccc(Cl)c1 (stereo not drawn)	5	-6	-0.6	-12	-9	-2.0	12	-0.1	-9
13	Cc1[nH]nc2c1C1(CCOCC1)C(C#N)=C(N)O2	-7	4	0.2	x	4	-0.6	-1	0.1	-6
14	CCCn1nnc2ccccc2c1=O	0	22	0.3	16	-4	0.4	-14	0.1	-8
15	COc1cc(C(=S)N2CCOCC2)ccc1OC(=O)c1ccc(Br)cc1	x	7	x	75*	x	x	28*	12	42*
16	COc1cccc(NC(=O)c2ccccc2-c2nc(-c3ccc(Cl)cc3)no2)c1	-13	-6	1.8	25	-6	-0.6	22	-0.5	9
17	COc1ccc(-n2nc(C(=O)NCC(=O)NCCC3=CCCCC3)c3ccccc3c2=O)c(OC)c1	-6	20	-0.2	-2	-25	-1.5	-11	1.0	-5
18	Cn1nc(C(C)(C)C)cc1N1C(=O)CCC1(C)C(=O)NC1CCCCC1 (stereo not drawn)	x	7	x	-3	x	x	12	0.1	x
19	Cc1cc[n+](CC(=O)c2ccc3c(c2)OCCO3)cc1	0	-11	1.0	4	0	0.2	5	-0.2	-4
20	COc1ccc(C(=O)NC(=S)N2CC(C)OC(C)C2)cc1 (stereo not drawn)	-4	16	0.4	0	-2	0.0	-9	0.6	-2
21	CCCSc1cc(=O)n(-c2ccccc2)nc1C(=O)O	-9	25	-0.5	-3	3	-1.2	-11	0.7	-2
22	CSCC[C@H](NC(=O)c1cc([N+](=O)[O-])ccc1Cl)c1nc2ccccc2[nH]1	0	-2	-0.5	-1	-17	0.8	0	3.0	0
23	COC(C(=O)NC1CCCCCCC1)c1ccccc1 (stereo not drawn)	-8	21	0.7	9	-10	-1.6	-7	0.6	-5
24	CCOC(=O)c1oc2cccc(O)c2c1CN(Cc1ccccc1)C(C)=O	-17	38	1.0	17	-52	8.0	-9	11	15
25	CCC(=O)c1ccc(OCC(O)CN2CCN(c3ccccn3)CC2)cc1 (stereo not drawn)	-5	18	2.0	-20	-11	1.4	-14	1.6	-10

2 compounds drawn at random from those above:
item	mol	OXTR potentiator	M1 PAM parental	V1R ag counter	TAAR1 antagonist	CHO parental Ca	OXTR ag	CHO-K1 Ca antag	CHO-K1 Ca ag	GPR7 antagonist
4	O=C(Nc1cccc2c1CCCC2)c1ccc(Cl)c([N+](=O)[O-])c1	-3	21	0.8	9	-24	-2.5	-9	1.9	-7
11	CCCC(CNC(=O)COC(=O)C1=NNC(=O)CC1)c1ccc(Cl)cc1Cl (stereo not drawn)	-7	17	-0.7	-4	-13	-0.9	-4	2.6	x

Later entries
item	mol	OXTR potentiator	M1 PAM parental	V1R ag counter	TAAR1 antagonist	CHO parental Ca	OXTR ag	CHO-K1 Ca antag	CHO-K1 Ca ag	GPR7 antagonist
26	COc1ccc(N2CC(C(=O)N3CCOCC3)CC2=O)cc1 (stereo not drawn)	2	12	-0.7	-15	-2	1.0	-8	0.8	-13
27	CCN(CCNS(=O)(=O)c1ccc2c(c1)oc(=O)n2C)c1ccccc1	-6	-2	1.9	3	2	0.5	3	0.7	3
28	COc1ccc(N2CC(C(=O)NC3CCSC3=O)CC2=O)cc1 (stereo not drawn)	-6	10	-0.1	4	-2	0.0	-12	0.7	0
29	Cc1c(NC(=O)CN2C(=O)NC(C)(c3ccccc3Cl)C2=O)c(=O)n(-c2ccccc2)n1C (stereo not drawn)	6	24	-1.2	x	6	0.7	-7	1.1	-5
30	COc1cccc(OC)c1OCC(=O)Nc1ccc(S(=O)(=O)N2CCCC2)cc1	-12	3	4.9	40	-4	6.2	-4	9.7	x
31	Cc1cccc(-n2ncc3c(NCCCN4CCCC4=O)ncnc32)c1	-22	18	2.2	-6	12	0.5	-18	1.1	2
32	CCN(CC)C(=O)COc1ccc(/C=C(\C#N)S(=O)(=O)c2ccccc2)cc1OC	-13	19	0.0	5	-17	-0.4	-18	2.2	-10
33	CCOc1ccccc1Nc1ccc(C(=O)O)cc1NC(C)=O	-12	0	0.8	1	-3	0.4	7	0.0	9
34	Cc1cc(C)cc(C(=O)Oc2coc(CSc3nnc(NC(=O)C4CC4)s3)cc2=O)c1	-5	17	-0.7	19	-14	-1.0	-1	0.0	-6
35	Cc1ccc2nsnc2c1NC(=O)COc1ccccc1	2	4	1.0	-28	-5	-0.1	-5	-0.4	-21
36	CC1(C)Oc2ccc(C(=O)NC3CCCC3)cc2N(CC(=O)N2CCOCC2)C1=O	2	10	-0.5	6	-11	0.7	-6	0.6	-6
37	COc1ccc(N=Cc2c[nH][nH]c2=O)cc1	-13	13	-0.3	3	11	0.8	-12	0.0	1
38	CCN(CCCNC(=O)c1ccc2c(c1)NC(=O)CN2C)c1cccc(C)c1	-10	15	2.5	-3	-10	0.2	-13	0.5	9
39	CN1CCN(c2nc(-c3ccccn3)nc3ccccc23)CC1	-1	14	0.0	-3	-10	1.2	-12	0.0	-5
40	COc1cc(NS(=O)(=O)c2ccc(NC(=S)NC(=O)c3ccc(F)c(F)c3)cc2)nc(OC)n1	-6	-20	0.2	-14	2	-0.8	-12	-0.3	-8
41	COCCNC(=S)N1C2CCC1CC(NC(=O)NC13CC4CC(CC(C4)C1)C3)C2 (stereo not drawn)	4	-1	-0.1	-1	-12	-0.6	-11	0.2	-14
42	Brc1ccc(-c2cn3cccnc3n2)cc1	-15	0	-0.1	2	-13	-2.2	-5	-0.3	-8
43	COc1ccccc1OCCCCN1CCN(c2ccccc2OC)CC1	-3	15	0.4	3	-12	1.3	-6	0.7	-15
44	COc1ccc(N2CCN(C(=O)c3ccc(N(C)S(=O)(=O)c4ccc(C)cc4)cc3)CC2)cc1	-26	-11	5.0	34	4	5.9	8	11	7
45	CCc1nnc(NS(=O)(=O)c2ccc(NC(=O)c3ccccc3OC)cc2)s1	-2	-3	0.5	-11	4	0.5	1	0.1	-15
46	Nc1nc2nonc2nc1N	-10	22	-0.1	-18	-21	0.6	-11	1.4	-18
47	COc1cc(Cl)c(C)cc1NC(=S)NN	-13	-10	-0.1	-25	-2	-0.9	-7	0.0	-7
48	COc1ccccc1C(=O)NC(=O)COC(=O)CN1C(=O)NC2(CCCCC2C)C1=O (stereo not drawn)	4	-13	1.3	-10	-6	-0.2	17	0.2	x
49	COc1ccc(/C=C\c2cc(OC)c(OC)cc2CC[N+](C)(C)C)cc1OC	-4	12	0.1	-9	8	0.4	-9	-0.1	0
50	COc1ccccc1-c1cnn2c(NCc3ccccc3)cc(C)nc12	-7	0	-0.4	26	-26	-1.3	2	-0.1	-18
51	CC(=O)Nc1ccc(S(=O)(=O)NCC(=O)OCC(=O)N2CCc3ccccc32)cc1	-13	14	-1.5	-21	-31	-2.3	-1	-0.1	1
52	Cc1ccc(NC(=O)N(Cc2cccnc2)Cc2ccco2)cc1C	-6	19	-0.1	-5	-9	-0.3	-4	1.1	18
53	C=CCN1C(=O)N(CC=C)c2cccc3cccc1c23	-9	14	-1.4	-8	-13	-2.0	-11	1.3	3
54	CSc1ccc(S(=O)(=O)NCc2ccc(Cl)cc2)cc1	-5	11	-0.2	11	-9	-1.5	-8	-0.1	2
55	NC(=O)c1cc([N+](=O)[O-])ccc1NCc1ccccn1	1	10	1.8	-2	-1	0.6	3	-0.3	x
56	O=C(Nc1nc(-c2cccc3ccccc23)cs1)c1ccc2c(c1)S(=O)(=O)c1ccccc1C2=O	-2	10	-0.5	-19	-18	-0.2	-14	-0.2	-7
57	Cc1ccccc1NC(=O)CSCc1nc(N)nc(Nc2ccccc2C)n1	-2	19	-0.8	5	-9	-1.3	-7	1.4	21*
58	O=C(Nc1ccc(S(=O)(=O)Nc2nccs2)cc1)/C(=C/c1ccccc1Cl)NC(=O)c1ccccc1	3	9	1.5	-14	-11	-0.1	-11	0.9	-4
59	O=C(NCc1ccco1)c1ccc2c(c1)C(=O)N(Cc1ccccc1)C2=O	-9	8	2.0	5	-10	0.1	2	1.4	6
60	Cc1ccc2nc(NC(=O)Cn3nc(C)c([N+](=O)[O-])c3C)sc2c1	-1	14	1.2	-2	-7	4.8	-3	0.9	-7
61	O=C(Nc1ccccc1[N+](=O)[O-])c1cc2ccccc2nc1Cl	-6	3	0.5	1	6	-0.7	-14	0.7	-5
62	CC(=O)c1cccc(NC(=O)c2ccc(NS(=O)(=O)c3c(C)noc3C)cc2)c1	3	14	0.2	10	-18	-0.7	1	0.8	-9
63	C[C@@H]1CN([C@H](C)CO)C(=O)CCCn2nncc2CO[C@H]1CN(C)S(=O)(=O)c1ccc(Oc2ccccc2)nc1	x	15	x	-2	x	x	-17	0.5	x

Compound activity as filed in PubChem BioAssay.
